Source: PubChem BioAssay
MBNL1-CUG inh: blocks human MBNL1 binding to CUG repeat RNA; Q9NR56; TR-FRET MBNL1-His/biotin-(CUG)12 binding, 665/545 ratio; Potency, µM (series often up to 57.5 µM), inactives show at the top dose activity change, negative = inhibition, actives largely listed as inhibitors; 0.036% of 280,000 active; AID 2675; active means well fitted inhibition curve with a large enough effect in the signal ratio, with a control signal flat, not every such curve was filed as active; inconclusive means small, poorly fitted or top-dose-only effect, or effect the other way, or a change in a side signal; inactive means no such curve, though single readings can be large or run the other way; the % refers to the signal ratio; further: potency means the concentration at half of the fitted maximal effect; on the % scale 0 is the no-effect control and ±100 the full control effect
Target sequence (Q9NR56 whole entry, looked up): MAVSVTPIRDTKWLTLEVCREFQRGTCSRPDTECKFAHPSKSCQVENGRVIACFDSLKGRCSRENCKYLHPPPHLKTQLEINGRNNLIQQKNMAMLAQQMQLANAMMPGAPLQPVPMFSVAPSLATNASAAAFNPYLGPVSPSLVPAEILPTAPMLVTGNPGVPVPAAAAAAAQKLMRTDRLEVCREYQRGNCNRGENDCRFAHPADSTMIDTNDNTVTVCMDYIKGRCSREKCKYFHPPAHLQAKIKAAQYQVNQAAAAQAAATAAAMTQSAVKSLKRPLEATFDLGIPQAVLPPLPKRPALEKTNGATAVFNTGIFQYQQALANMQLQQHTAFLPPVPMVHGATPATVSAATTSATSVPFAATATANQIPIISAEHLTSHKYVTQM
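TR-FRET between His-tagged MBNL1 and biotin-(CUG)12 RNA, detected with Tb anti-His antibody (0.055 ng/ul) and streptavidin-XL665 (5 nM), 60 min at room temperature. Compounds titrated 92 nM to 58 uM; 665/545 nm ratio normalized to buffer and complex controls.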
S-ASM inh: inhibitors of human secretory acid sphingomyelinase. AID 504937. Potency, µM (titrated, usually from 57.5 µM), for inactives: at the highest dose activity change, negative = inhibition, hits mostly inhibitors. placental ASM, HMU-PC fluorogenic substrate, 60 min. 0.006% of 340,000 active; further: potency means the concentration at half of the fitted maximal effect
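Steps: dispense placental human ASM, pin compound, wait 10 min at room temperature, add HMU-PC0 substrate at 9 uM final, incubate 60 min at 37 °C, add stop solution raising pH to 10, read fluorescence.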
Mito fusion act: inhibitors of mitochondrial division or activators of mitochondrial fusion. 0.23% of 320,000 active. Potency, µM (top dose mostly 46.1 µM), inactives show at the top dose growth rescue (activation), actives largely listed as activators. S. cerevisiae fusion-defective mutant growth rescue, CellTiterGlo 48 h. AID 485298;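 further: potency means the concentration at half of the fitted maximal effect; % of control where 0% means no effect; nearly all actives have a fitted effect of over 45% in size; temperature-sensitive fusion mutants such as fzo1-1 at 37 °C on non-fermentable ethanol glycerol medium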
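S. cerevisiae fusion-defective temperature-sensitive mutants (e.g. fzo1-1, mgm1-5) grown 48 h at 37C in YPEG (ethanol/glycerol non-fermentable) medium with 23 nl compound per well; growth rescue read as CellTiterGlo luminescence.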
TSHR antagonist: blocks TSH signaling through the human TSH receptor. TSHR-expressing cells, TSH-stimulated cAMP HTRF, 2 h; hits give low values. 0.2% of 330,000 active. activity change, negative = inhibition, % at 11.5 µM. P16473;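 active means activity change below a set negative limit, meaning inhibition stronger than a set level, cut at about -70% in these data; inconclusive means activity change between two set negative limits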; further: on the % scale 0 is the no-effect control and ±100 the full control effect
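Read-out is FRET at 665 nm (cryptate excitation 337 nm) from a cryptate-tagged anti-cAMP antibody, competed by cell cAMP against cAMP-d2. Compounds are tested on freshly harvested TSHR cells challenged with 4nM TSH (EC80) for 2 hours at 37 deg C.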
PTAP TSG101 blk: blocks PTAP/TSG101 interaction to inhibit HIV-1 budding | Q99816 | Fluorescence polarization, FITC-PTAP peptide / Tsg101 binding | Potency, µM (series often up to 115 µM), without a hit: top-dose activity change, negative = inhibition, actives largely listed as inhibitors | 340,000 tested, under 10 active | AID 493005; active means well fitted inhibition curve with a large enough effect in the main read-out, with a control signal flat, not every such curve was filed as active; inconclusive means small, poorly fitted or top-dose-only effect, or effect the other way, or a change in a side signal; inactive means no such curve, though single readings can be large or run the other way; further: potency means the concentration at half of the fitted maximal effect; % of control where 0% means no effect
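Compounds were pin-transferred onto Tsg101 binding domain (10 uM final) in HEPES pH 7.5 buffer, then FITC-PTAP peptide was added at 50 nM final. After 20 min at RT, polarization reported peptide displacement across a qHTS concentration series.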
Menin MLL FP TR: inhibitors of human menin-MLL interaction, mutant MLL peptide; O00255; Menin + Texas Red MLL mutant peptide, fluorescence polarization; Potency, µM (doses to about 61.6 µM), without a hit: at the top dose FP activity change, negative = inhibition, actives largely listed as inhibitors; 0.23% of 270,000 active; active means well fitted inhibition curve with a large enough effect in the polarisation, with a control signal flat, not every such curve was filed as active; inconclusive means small, poorly fitted or top-dose-only effect, or effect the other way, or a change in a side signal; inactive means no such curve, though single readings can be large or run the other way; the % refers to the polarisation; further: potency means the concentration at half of the fitted maximal effect; % of control where 0% means no effect; many of its hits are not listed in these tables
Target sequence (O00255 whole entry, looked up): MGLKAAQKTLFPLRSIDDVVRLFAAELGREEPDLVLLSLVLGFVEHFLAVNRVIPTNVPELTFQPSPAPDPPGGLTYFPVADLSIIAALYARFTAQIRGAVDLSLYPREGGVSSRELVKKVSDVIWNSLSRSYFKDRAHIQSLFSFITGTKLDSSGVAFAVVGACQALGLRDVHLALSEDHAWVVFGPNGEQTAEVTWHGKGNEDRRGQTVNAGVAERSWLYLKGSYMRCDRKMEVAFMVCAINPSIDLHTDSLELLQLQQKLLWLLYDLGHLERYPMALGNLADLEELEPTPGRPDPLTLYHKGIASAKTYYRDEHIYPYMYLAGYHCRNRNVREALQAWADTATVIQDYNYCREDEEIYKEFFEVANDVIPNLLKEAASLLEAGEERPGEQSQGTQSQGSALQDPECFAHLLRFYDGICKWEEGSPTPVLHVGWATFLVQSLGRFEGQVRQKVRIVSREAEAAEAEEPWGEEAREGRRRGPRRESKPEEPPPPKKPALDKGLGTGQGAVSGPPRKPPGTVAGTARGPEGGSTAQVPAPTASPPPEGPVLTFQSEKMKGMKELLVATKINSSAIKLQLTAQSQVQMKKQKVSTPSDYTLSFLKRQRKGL
MLL CXXC-DNA inh: inhibitors of human MLL CXXC domain-DNA interaction; MLL-CXXC / FITC-HOXA9 DNA fluorescence polarization; 0.037% of 290,000 active; Potency, µM (series often up to 115 µM), inactives show top-dose activity change, negative = inhibition, actives largely listed as inhibitors; Q03164; active means well fitted inhibition curve with a large enough effect in the polarisation, with a control signal flat, not every such curve was filed as active; inconclusive means small, poorly fitted or top-dose-only effect, or effect the other way, or a change in a side signal; inactive means no such curve, though single readings can be large or run the other way; the % refers to the polarisation; further: potency means the concentration at half of the fitted maximal effect
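Steps: dispense CXXC domain solution (7 uM) → pin compounds or unlabeled HOX-A9 DNA control → 5 min ambient → add FLSN-HOX-A9 solution (50 nM) → spin → 30 min ambient → fluorescence polarization. Tris pH 7.5/NaCl/DTT/BSA buffer.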
AT treatment: candidate therapy for ataxia-telangiectasia; […] A-T fibroblasts, KAP-1 phosphorylation AlphaLISA; neocarzinostatin DNA damage 30 min before lysis; Potency, µM (top dose mostly 57.5 µM), without a hit: top-dose activation, hits mostly activators; 0.19% of 320,000 active; AID 485349; further: potency means the concentration at half of the fitted maximal effect; % of control where 0% means no effect; nearly all actives have a fitted effect of over 45% in size
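hTERT-immortalized A-T patient fibroblasts ([…]), 500 cells/well in OPTI-MEM, 1% FBS, got compounds for 60 min, then NCS for 30 min at 37C. Lysates were then assayed for phospho-KAP-1 by AlphaLISA (anti-pKAP1 donor, anti-KAP1 acceptor beads), 6 hr at 25C.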
a7 integrin act: activators of alpha7 integrin expression for muscular dystrophy. Potency, µM (highest dose often 38.3 µM), for the others: at the top dose activation, actives largely listed as activators. AID 624291. 0.064% of 350,000 active. alpha7betagal myoblasts, beta-gal FDG fluorescence, 48 h;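 further: potency means the concentration at half of the fitted maximal effect; 100% = response of the positive control SU9516; nearly all actives have a fitted effect of over 60% in size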
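alpha7betagal+/- myoblasts (passage 13, 250/well) treated 48 h at 37C with compounds at 1:260 dilution of DMSO stock. Lysed, then beta-galactosidase activity read as FDG fluorescence (ex 480/em 540) after 30 min, with pre-read for autofluorescence.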
TCR act: T cell receptor activation. primary human leukocytes, anti-CD3, IL-2 HTRF, 48 h. Potency, µM (top dose mostly 9.22 µM), for the others: at the highest dose activation of IL-2 secretion, usual class: activators. 330,000 tested, under 10 active; further: % of control where 0% means no effect
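HTRF read-out of IL-2 secretion: europium cryptate donor excited at 320nm, d2 acceptor emission at 665nm. Cells were primary human leukocytes incubated 48 hr with compounds and a-CD3 beads, supplying TCR signal only.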
* marks the source's active call; other numbers are inactive results; ? = inconclusive; nt = no result given; & = joins results of further samples; [ ] = dose if it differs, or a comment. Unless noted, the call rests on the fitted dose curve; in most records, active means well fitted curve in the direction sought with a large enough effect; inconclusive means small, poorly fitted or top-dose-only effect, or another doubt; inactive means no such curve, though single readings can be large; an effect the other way counts as inactive or inconclusive. Not all compounds are listed (hit frequency here may not be typical).

SMILES	MBNL1-CUG inh	S-ASM inh	Mito fusion act	TSHR antagonist	PTAP TSG101 blk	Menin MLL FP TR	MLL CXXC-DNA inh	AT treatment	a7 integrin act	TCR act
CC(NCc1ccccc1Cl)C(=O)Nc1ccc(S(=O)(=O)N2CCCC2)cc1 (stereo not drawn)	-19.3%	nt	-2.9%	2.4	-1.4%	0.3%	17.8%	1.9%	-19.2%	2.1%[46.1 µM]
COc1ccc2nc(NNC(=O)C3COc4ccccc4O3)sc2c1 (stereo not drawn)	-18.7%	1.6%	-4.0%	3.6	-1.6%	10.8%	2.5%	-15.4%	-3.3%	-3.0%
CCN1CCN(Cc2ccc(NC(=O)c3ccc(C)c(NC(=O)C[C@@H]4NC(=O)[C@H](Cc5ccccc5)NC4=O)c3)cc2C(F)(F)F)CC1	-4.4%	2.9%	-4.6%	7.7	-4.0%	nt	10.4%	-36.4%	24.0%&3.5%	-1.1%
CN=CC1=C(O)C(C(=O)OC)C(C)(C)CC1=O (stereo not drawn)	-6.3%	2.4%	-6.1%	7.2	0.7%	-29.6%	5.9%	-2.9%	7.7%	-0.1%
Cc1cccc(-c2nnc(SCC(=O)N3CCCC3)o2)c1	2.9%	2.2%	5.5%	-11.7	-2.4%	-4.0%	13.0%	15.4%	-6.4%	3.1%
COc1ccc(CC(=O)NCc2cccc(CNC(=O)Cc3ccc(OC)c(OC)c3)c2)cc1OC	1.9%	7.0%	0.8%	8.6	-4.6%	-16.3%	-7.8%	-7.7%	-2.8%	3.6%
CCCc1nnc(NC(=O)C(C)N2C(=O)C3C4C=CC(C4)C3C2=O)s1 (stereo not drawn)	?	6.0%	-9.2%	-5.1	-6.7%	2.1%	-0.1%	2.7%	19.4%	4.3%[46.1 µM]
CCOc1ccc(OCC(=O)Nc2ccc(OC)cc2)cc1	?	1.8%	-2.5%	9.9	0.9%	-2.7%	-4.5%	nt	17.3%	-0.7%
COc1ccccc1CN1C(=O)c2ccncc2C1=O	?	0.0%	-0.8%	-7.8	-0.9%	?	-5.7%	0.0%	2.0%[7.66 µM]	nt
CN(C)C=Nc1ccc(Cl)c(Cl)c1	-4.4%	1.0%	12.0%	1.3	-2.5%	-3.6%	53.8%[activator]	-2.6%	9.6%	-2.8%
CCC(=O)NC(=S)Nc1cc(C(=O)O)ccc1OC	-6.5%	-0.5%	5.7%	27.0	-8.7%	19.8%	5.9%	-1.8%	-26.9%	8.0%
Cc1ccc(S(=O)(=O)Nc2ccccc2N=Cc2c(F)c(F)c(F)c(F)c2F)cc1	nt	1.2%	nt	nt	0.1%	nt	nt	nt	-18.1%	0.3%
C=CCSc1nc(C)cc(C(=O)OCC)c1C#N	4.4%	-1.9%	10.2%	15.7	-4.1%	nt	3.1%	3.8%	?	-2.1%
CCOc1ccc(N2C(=O)CC(NNc3nc4ccccc4s3)C2=O)cc1 (stereo not drawn)	-0.6%	-0.1%	-4.4%	-7.5	-3.1%	nt	-1.5%	-3.6%	?	1.9%
COc1ccc(OC2CCN(S(=O)(=O)c3ccc(OC)cc3)CC2)cc1	-12.8%	-0.8%	?	-12.9	-4.3%	13.2%	9.9%	34.1%	-3.7%	-5.0%
COc1ccc(NC(=S)N/N=C2/CCCc3c(C)cc(C)cc32)cc1	-8.5%	-4.6%	-7.9%	8.6	-2.5%	-1.2%	1.9%	5.0%	5.6%	0.8%
CCCN(c1ccc(C(C)C)cc1)S(=O)(=O)c1c(C)[nH]c(=O)[nH]c1=O	3.6%	-2.2%	-3.4%	-12.7	0.7%	5.8%	-2.7%	-6.4%	2.7%	1.7%
COc1ccc(NS(=O)(=O)c2ccc3ccccc3c2)c2ncccc12	0.5%	-0.5%	23.5%	-5.7	-5.3%	?	2.7%	-0.3%	-40.0%[inhibitor]	0.3%
CCOc1ccccc1OCCOc1ccccc1CC	1.2%	-4.6%	2.9%	-1.3	-1.2%	-26.5%	-6.4%	22.6%	23.7%	2.5%
CC1(C)CC(=O)C(C(C2=C(O)CC(C)(C)CC2=O)c2ccc(Br)s2)C(=O)C1 (stereo not drawn)	nt	-0.6%	-0.5%	-7.6	0.1%	24.2%	?	-4.9%	-49.4%[inhibitor]	-7.3%[46.1 µM]
Cn1ccs/c1=N\S(=O)(=O)c1ccc(F)cc1	-7.7%	4.0%	-2.7%	34.0	0.6%	-3.4%	20.7%	1.1%	0.6%	7.9%
CCOc1ccc(C(=O)NCC(=O)OCC(=O)Nc2ccccc2OCC)cc1	-5.4%	3.8%	0.7%	4.3	-2.0%	-0.8%	-1.9%	4.8%	-5.8%	-27.6%
Cn1c(C(=O)N2CCC(C(N)=O)CC2)cc2cc(Cl)ccc21	-3.3%	2.1%	0.7%	-0.1	-6.4%	0.5%	-4.1%	-8.5%	-5.4%	-4.5%
COc1cc(/C=C2/C(=N)N3N=C(C(C)C)SC3=NC2=O)ccc1OS(=O)(=O)c1ccccc1	0.4%	-4.7%	-8.4%	-5.2	3.9%	29.9%	17.8%	-5.9%	-0.7%	3.3%
CCOC(=O)N1CCC(Nc2ncnc3c2cnn3-c2ccccc2)CC1	-27.5%	-1.2%	6.9%	-9.5	-8.5%	-13.1%	12.1%	-1.5%	-29.1%	1.7%[46.1 µM]
CC1CCCC(C)N1C(=O)COC(=O)CNC(=O)c1ccccc1 (stereo not drawn)	nt	-2.2%	-1.2%	-0.9	-5.1%	nt	nt	-2.6%	0.9%	-5.6%
COc1ccc(C2/C(=C(/O)c3ccc4c(c3)CC(C)O4)C(=O)C(=O)N2CCCn2ccnc2)cc1 (stereo not drawn)	19.8%	0.9%	2.3%	-4.4	-6.1%	-17.0%	4.8%	-11.7%	1.7%	-0.3%
CCc1cc2c(=O)[nH]c(-c3ccccn3)nc2s1	?	13.2%	-1.8%	19.6	-1.2%	5.7%	8.1%	-2.6%	-64.6%[inhibitor]	-1.5%[46.1 µM]
Cc1cc(NC(=O)CSc2n[nH]c(=O)[nH]c2=O)ccc1Br	-2.8%	2.5%	0.0%	1.6	5.0%	7.5%	-16.3%	-0.2%	5.9%	7.2%
O=C(O)c1cccc(Nc2nc(-c3cccnc3)nc3ccccc23)c1	23.9%	-0.3%	-5.2%	-13.6	0.5%	-24.8%	3.0%	-3.6%	-11.5%	2.0%[46.1 µM]
CCNC(=S)N/N=C(\C)c1ccc(Cl)s1	?	-3.9%	-13.8%	1.0	-4.1%	-2.9%	26.9%	0.8%	11.8%	9.0%[46.1 µM]
CC(C)CNC(=O)NC(=O)COC(=O)C1CSC2(c3ccc(F)cc3)CCC(=O)N12 (stereo not drawn)	-7.5%	2.5%	-0.6%	-7.8	-9.0%	?	23.4%	0.6%	?	-6.3%
CCn1nc(C)cc1-c1n[nH]c(=S)n1N	0.0%	-0.6%	-0.7%	-2.7	2.2%	9.4%	17.6%	2.2%	1.8%	-6.0%
CCOC(=O)[C@H]1[C@H]2COc3ccc(OC)cc3[C@@H]2N2C(=O)CN(CC3CCCO3)C(=O)[C@@]12C (stereo partly drawn)	nt	-0.4%	2.8%	1.3	-2.8%	nt	nt	-3.8%	23.4%	0.5%
CC(C)OC(=O)CSc1nc2ncc(Cl)cc2[nH]1	-7.3%	-1.2%	2.0%	-0.9	1.2%	13.3%	3.4%	0.7%	11.6%	-1.2%
CCC(=O)Nc1nnc(C(C)(C)C)s1	-7.8%	-2.5%	1.1%	-9.4	-2.7%	?	-7.1%	-8.6%	11.2%	2.8%
CN(C)CCn1c(COc2ccccc2)nc2ccccc21	nt	0.6%	nt	nt	0.4%	nt	nt	nt	0.0%	-23.2%
CCOC(=O)C1(C)C=C(Nc2ccc(OCC)cc2)C(=O)N1c1ccccc1 (stereo not drawn)	8.8%	-1.7%	-5.4%	8.9	-8.4%	12.2%	-0.4%	8.2%	-11.0%	10.2%[46.1 µM]
O=C(CCNS(=O)(=O)c1c(Cl)cccc1Cl)OCC(=O)c1ccccc1F	?	-5.7%	6.1%	30.5	-0.5%	0.5%	?	2.9%	-12.7%	0.6%[46.1 µM]
O=C(CCSc1nnnn1-c1ccccc1)N1CCOCC1	0.7%	-0.8%	0.5%	8.2	-5.2%	-17.5%	3.1%	7.6%	3.2%	-1.0%
